High-throughput results (PubChem)
IL-1B inflam inh = inflammasome signaling inhibition, IL-1 beta readout; THP-1 LPS/ATP IL-1B secretion, AlphaLISA, 16 h; active compounds read low; activity change, % at 57.5 µM; hit rate 4.7% among 360,000; AID 743279; in the data active means activity change below about -50%; inconclusive means mostly about -30% to -49%; further: on the % scale 0 is the no-effect control and ±100 the full control effect
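Secreted IL-1B measured by AlphaLISA bead assay after 16 h compound exposure of THP-1 cells; compounds (final up to 57.5 uM) added 1 h before LPS (250 ng/mL) and ATP (1.25 mM) stimulation; lower signal means less secretion.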
Nrf2 ARE act = activates Nrf2 signaling; hit rate 0.31% among 410,000; AREc32 ARE-luciferase reporter (MCF7-derived line), luminescence, 24 h; AID 624171; Potency, µM (top dose mostly 46.1 µM), inactives show at the highest dose activation, actives largely listed as activators; further: potency means the concentration at half of the fitted maximal effect; % of control where 0% means no effect; nearly all actives have a fitted effect of over 65% in size
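For detection, Steady-Glo was added and plates sat 30 min at RT; before that, AREc32_Fluc cells grown overnight in OPTI-MEM/5% FBS had been treated with 23 nL compound for 24 hr at 37 deg C.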
TGFb inhibitor = TGF-b pathway inhibition; HepG2 CAGA-GFP TGF-b/SMAD3 reporter, GFP fluorescence, 18 h; TGF-beta stimulated, 500 pg/mL final; Potency, µM (titrated, usually from 46.1 µM), without a hit: top-dose activity, negative = inhibition, most hits filed as inhibitors; hit rate 1.2% among 410,000; AID 588855; further: potency means the concentration at half of the fitted maximal effect; on the % scale 0 is the no-effect control and ±100 the full control effect; nearly all actives have a fitted effect of over 65% in size
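TGF-beta reporter screen: HEPG2 CAGA-GFP, 1% FBS, 500 pg/mL TGF-beta final, 18 h; per-cell GFP summed per well; curves fitted and categorized by class.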
HepG2 viability = HepG2 cytotoxicity, counter-screen for TGF-b inhibitors; HepG2 CAGA-GFP viability, ATP luminescence, 18 h; hit rate 0.76% among 410,000; Potency, µM (titrated, usually from 46.1 µM), without a hit: top-dose activity change, negative = cytotoxicity, usual class: cytotoxic; further: potency means the concentration at half of the fitted maximal effect; some results filed as inactive show a strong effect at the top dose
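CellTiter-Glo luminescence gave cytotoxicity after 18 hours at 37 degrees C. The cells were HepG2 CAGA-GFP in 1% FBS DMEM, stimulated with 500 pg/mL TGF-beta after compound addition. %Activity was normalised to no-cell wells (complete cell-killing) and DMSO (no toxicity), and curves were fitted and classified.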
MCF10A rereplic = inducers of DNA re-replication in MCF 10A breast cells; MCF 10A DNA re-replication, Hoechst nuclear intensity, 48 h; Potency, µM (titrated, usually from 46.1 µM), inactives show at the highest dose activity, positive = re-replication, most hits filed as activators; hit rate 2.9% among 350,000; AID 624296; further: potency means the concentration at half of the fitted maximal effect; % of control where 0% means no effect; nearly all actives have a fitted effect of over 50% in size
A549 viability = counter-screen for Nrf2 inhibitors: cytotoxicity in A549 cells | A549 ARE-Fluc cells, CellTiter-Fluor viability, 18-24 h | Potency, µM (highest dose often 46 µM), for the others: at the top dose activity change, negative = cytotoxicity, most hits filed as inhibitors | hit rate 0.16% among 390,000; further: potency means the concentration at half of the fitted maximal effect; on the % scale 0 is the no-effect control and ±100 the full control effect
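Cytotoxicity counterscreen: CellTiter-Fluor fluorescence was measured in A549 ARE_Fluc cells after 18-24 h of compound exposure in a concentration series. The subsequent BugLite luminescent read reports ARE-luciferase activity.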
Nrf2 inh = blocks Nrf2 signaling | Potency, µM (titrated, usually from 46 µM), without a hit: top-dose activity change, negative = inhibition, usual class: inhibitors | hit rate 2.1% among 360,000 | AID 504444 | A549 ARE-Fluc reporter, luciferase luminescence, 18-24 h; further: potency means the concentration at half of the fitted maximal effect; on the % scale 0 is the no-effect control and ±100 the full control effect; nearly all actives have a fitted effect of over 60% in size
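Nrf2 activity is the BugLite luminescence, read 15 min after reagent at room temperature, following CellTiter-Fluor cytotoxicity readout (30 min, 37C). Compound titrations were applied for 18-24 h to 5000 A549 ARE_Fluc cells/well in 5% FBS OPTI-MEM.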
ATXN2 expr inh = ATXN2 expression inhibition; Potency, µM (titrated, usually from 57 µM), for the others: at the top dose activity change, negative = inhibition, hits mostly inhibitors; HEK-293 ATXN2-luciferase reporter, luminescence, 24 h; hit rate 0.72% among 360,000; further: potency means the concentration at half of the fitted maximal effect; on the % scale 0 is the no-effect control and ±100 the full control effect; nearly all actives have a fitted effect of over 55% in size
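qHTS (up to 57 uM final) was run with 24 h compound exposure of reporter cells at 37 °C. Each well was multiplexed: SteadyGlo luminescence measured ATXN2-luciferase expression after a fluorogenic Gly-Phe-AFC viability readout (25 uM final).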
S2 tox = viability counter-screen for ATXN expression inhibitors; S2 cells (HEK-293 line with an ATXN2-luciferase reporter) viability, CellTiter-Fluor protease fluorescence, 24 h; Potency, µM (doses to about 56.7 µM), hits mostly cytotoxic; hit rate 0.49% among 400,000; AID 651635; further: potency means the concentration at half of the fitted maximal effect; nearly all actives have a fitted effect of over 40% in size
Starred values were filed as active, the others as inactive; i = inactive; ? = inconclusive; · = no result given; & = joins results of further samples; [ ] = remark or other dose. Unless noted, the call rests on the fitted dose curve; in most records, active means well fitted curve in the direction sought with a large enough effect; inconclusive means small, poorly fitted or top-dose-only effect, or another doubt; inactive means no such curve, though single readings can be large; an effect the other way counts as inactive or inconclusive.

SMILES	IL-1B inflam inh	Nrf2 ARE act	TGFb inhibitor	HepG2 viability	MCF10A rereplic	A549 viability	Nrf2 inh	ATXN2 expr inh	S2 tox
COc1cccc(OCC(=O)NNC(=O)C(=O)Nc2ccc(OC)cc2OC)c1	34	-0.6%	13%	-7%	0%	3%	-9%	-12%	i
O=C(CSc1nccc(=O)[nH]1)N1CCc2ccccc2C1	18	-0.7%	0%	0%	0%	0%	-1%	2%	i
Cc1[nH]nc(N)c1-c1ccccc1	?	-0.6%	-4%	-13%	1%	15%	6%	·	i
Cc1csc(B(O)O)c1	·	·	29%	17%	·	0%	28%	·	·
CCOC(=O)C(C)Oc1nc(Oc2ccccc2)nc(N(C)C)n1 (stereo unspecified)	4	-0.3%	3%	3%	4%	-1%	1%	2%	i
COC(CNC(=O)CCc1c(C)nc2c(c(C)nn2-c2ccc(C)cc2)c1C)OC	-18	0.1%	3%	0%	-7%	-3%	2%	-8%	i
CN(C)N1C(N)=C(C#N)C(c2cccc(Cl)c2)C2=C1CCCC2=O (stereo unspecified)	-5	-0.7%	-5%	0%	7%	-10%	-10%	-4%	?
Cn1cc(CN2CCC(C(=O)NC(c3ccc(-c4ccccc4)cc3)c3cnccn3)CC2)c2ccccc21 (stereo unspecified)	0	-4.4%	?	11µM*	·	·	·	-23%	20µM*
CCOC(=O)c1c(NC(=O)/C=C/c2ccc(OC)cc2)sc2c1CCC(C)C2 (stereo unspecified)	·	2.3%	6%	1%	·	5%	?	·	·
Cc1ccc(C2Oc3ccccc3C3=C2C(c2cccs2)n2ncnc2N3)cc1 (stereo unspecified)	22	3.2%	0%	-24%	5.8µM*	?	?	-23%	i
c1cncc(-c2nc(NCCCn3ccnc3)c3ccccc3n2)c1	-19	4.2%	?	1%	-4%	-1%	1%	-12%	i
COc1ccc(OCc2cc(C(=O)NC(C)c3csc(C)n3)no2)c(Cl)c1 (stereo unspecified)	1	3.5%	-4%	3%	11%	-10%	?	36%[activator]	i
COc1ccccc1NS(=O)(=O)c1ccc2[nH]c(=S)oc2c1	-3	-0.3%	6%	-18%	1%	-15%	-14%	-20%	i
O=C(CC1C(=O)NCCN1Cc1cccc(F)c1F)NC1CCCCCC1 (stereo unspecified)	-9	0.1%	?	5%	-2%	2%	14%	1%	i
CC1CCc2sc(C(=O)OCC(=O)NC(N)=O)cc2C1 (stereo unspecified)	19	-0.2%	-10%	5%	1%	7%	9%	10%	i
Cc1cc(C(=O)Nc2cccc(S(=O)(=O)N3CCCCC3)c2)c2ccccc2n1	7	0.0%	-19%	7%	6%	-2%	?	-16%	?
CCOC1=C2[C@H](c3ccc(C)cc3)N(S(=O)(=O)c3ccc(C)cc3)C[C@H]2n2c(=O)n(-c3ccccc3)c(=O)n2C1	41	0.0%	-4%	1%	·	·	·	6%	i
COC(=O)C[C@H]1C[C@H]2c3cc(NC(=O)C4CCOCC4)ccc3O[C@H]2[C@@H](CO)O1	11	-0.7%	11%	6%	·	·	·	7%	i
CCN(CC(=O)Nc1ccc2c(c1)OCO2)S(=O)(=O)c1ccccc1	1	0.3%	5%	6%	0%	0%	20%	7%	i
O=C(NCc1ccccn1)c1ccc([N+](=O)[O-])cc1	-7	2.5%	-8%	-15%	4%	4%	-14%	6%	i
CCCNC(=O)C(Cc1ccccc1)NC(=O)c1ccccn1 (stereo unspecified)	1	-0.5%	35%[activator]	13%	3%	-2%	-6%	4%	i
CC(=O)c1ccc(N2CCN(C(=O)c3cc4c(s3)-c3ccccc3OC4)CC2)cc1	·	-1.2%	13%	2%	·	6%	?	1%	i
O=c1c2ccccc2nnn1CSc1ccc2ccccc2n1	-28	4.2%	-17%	-3%	?	8%	24%	23%	i
CC(=O)Nc1cc(F)c2c(c1F)Cc1cc(F)ccc1-2	37	9.7%	13%	-2%	7%	1%	?	21%	i
Cc1cc(NC(=O)C(C)SCC(=O)N(C)CC(=O)Nc2ccccc2Br)no1 (stereo unspecified)	18	0.0%	-2%	-1%	5%	0%	3%	-5%	i
C=CCC(COCc1ccccc1)NS(=O)(=O)c1ccccc1Br (stereo unspecified)	-9	-0.5%	?	-54%&-27%	-9%	1%&-4%	-13%&14%	10%	i
O=C(CC1NC(=S)NC1=O)c1ccc(Cl)cc1 (stereo unspecified)	15	-0.1%	-6%	12%	1%	-1%	-11%	-2%	i
CCCC(=O)Nc1cc(OCC)c(NC(=O)NC2CCCCC2)cc1OCC	13	-0.9%	-4%	2%	7%	-10%	15%	-3%	i
Cc1cc(C(F)F)nn1CC(=O)NCc1ccco1	11	-0.4%	8%	5%	-7%	0%	-10%	1%	i
CCCS(=O)(=O)c1ncc(Cl)c(C(=O)Nc2ccc(S(=O)(=O)Nc3ncccn3)cc2)n1	4	5.1%	1%	17%	-2%	0%	4%	4%	i
Cc1n[nH]c(=O)n(N=Cc2cccs2)c1=O	-7	-0.7%	-1%	-7%	·	·	·	·	i
COc1ccc2nc(SCC(=O)N(C)C3CCCCC3)c(C#N)cc2c1	-20	-0.1%	?	-4%	6%	-16%	?	-5%	i
O=C(COC(=O)c1cccc(Cl)c1)Nc1cccc(S(=O)(=O)NC2=NCCC2)c1	0	-0.9%	23%	-9%	1%	1%	2%	-5%	i
CCc1cc(=O)oc2c(C)c(O)c(CN3CCCCC3)cc12	0	-0.1%	1%	1%	-187%[0.0737 µM]	?	-24%	17%	·
O=C1OC2(c3ccccc3)C3CCCC2C13	4	0.3%	-10%	0%	0%	-5%	-1%	-4%	i
COc1cc(-c2nc3ccccc3s2)ccc1O	-14	6.3µM*	-19%	-40%	0%	-8%	18µM*	87%[activator]	i
COc1cc(C(=O)C(=O)c2cc(OC)c(O)c(OC)c2)cc(OC)c1O	5	0.2%	-7%	-8%	-2%	-2%	?	-6%	i
Cc1cc2nn(-c3ccc(F)cc3)nc2cc1NC(=O)c1cccc2c(Cl)cccc12	·	0.0%	1%	-5%	·	-6%	4%	16%	i
O=C(Oc1cccc(C(=S)N2CCOCC2)c1)c1cccc(Cl)c1	-5	1.7%	0%	-42%	0%	0%	-5%	-15%	i
CCOC(=O)N1CCN(C(=O)c2ccc(CN(c3ccccc3)S(C)(=O)=O)cc2)CC1	-11	0.4%	14%	0%	-5%	0%	-5%	9%	i

Quoted at random: three records from the list
SMILES	IL-1B inflam inh	Nrf2 ARE act	TGFb inhibitor	HepG2 viability	MCF10A rereplic	A549 viability	Nrf2 inh	ATXN2 expr inh	S2 tox
CCCNC(=O)C(Cc1ccccc1)NC(=O)c1ccccn1 (stereo unspecified)	1	-0.5%	35%[activator]	13%	3%	-2%	-6%	4%	i
Cc1cc(C(F)F)nn1CC(=O)NCc1ccco1	11	-0.4%	8%	5%	-7%	0%	-10%	1%	i
CCCC(=O)Nc1cc(OCC)c(NC(=O)NC2CCCCC2)cc1OCC	13	-0.9%	-4%	2%	7%	-10%	15%	-3%	i

More records.
SMILES	IL-1B inflam inh	Nrf2 ARE act	TGFb inhibitor	HepG2 viability	MCF10A rereplic	A549 viability	Nrf2 inh	ATXN2 expr inh	S2 tox
CC1(C)CCC[C@]2(C)C(CS(=O)c3ccccc3)=C(C=O)CC[C@@H]12 (stereo partly specified)	?	-0.2%	?	-47%	?	-1%	-14%	-27%	i
Cc1cccn2c(=O)c(/C=N/O)c(Nc3ccccc3F)nc12	-4	2.1%	2%	-8%	0%	1%	2%	-5%	i
Cc1cc(C(=O)CSc2nnnn2C)c(C)n1-c1ccc2c(c1)OCCO2	-1	3.8%	0%	-4%	?	-7%	22%	39%[activator]	?
COc1c(/C=N/NS(=O)(=O)c2ccc(C)cc2)c(CCN(C)C(C)=O)cc2c1OCO2	-6	0.1%	-5%	6%	-5%	-1%	7%	4%	i
CCCC(=O)NC(=S)Nc1cccc(C(C)=O)c1	2	0.5%	-1%	1%	1%	1%	·	7%	i
CC1=C(C(=O)Nc2cccnc2)C(c2ccc(C)cc2)n2nc(SCc3ccccc3F)nc2N1 (stereo unspecified)	·	-1.1%	-1%	-9%	·	-13%	2%[9.27 µM]	-10%	i
CC(C)C(NC(=O)c1ccc([N+](=O)[O-])cc1Cl)C(=O)N1CCCC1 (stereo unspecified)	-7	0.3%	-2%	-2%	-3%	2%	1%	-3%	i
CCC(=O)N1CCCC(C(=O)Nc2ccc3cn[nH]c3c2)CC1 (stereo unspecified)	37	0.5%	-1%	-10%	·	·	·	4%	i
COc1ccc(NC(=O)C2(C)CCN2CCOc2ccc(C)cc2)cc1OC (stereo unspecified)	-10	-0.3%	-2%	12%	·	·	·	-3%	i
CCOC(=O)C(C#N)C(c1cccnc1)c1c(C)[nH][nH]c1=O (stereo unspecified)	0	-0.1%	-2%	-1%	0%	-2%	-1%	48%[activator]	i
CCOC(=O)N1CCN(c2c(-c3ccc(C)c(C)c3)c(=O)c2=O)CC1	-26	-0.4%	-2%	-1%	-1%	-2%	3%	2%	i
CCN(CC)c1ccc(NC(=O)c2cc(CN3CCCC3)on2)c(C)c1	·	1.0%	-22%	-45%	·	0%	?	-9%	i
CC(=O)N1c2ccc(S(=O)(=O)N3CCCC3C(=O)Nc3cccc(F)c3)cc2CC1C (stereo unspecified)	10	-0.5%	-19%	-5%	-5%	7%	?	-12%	i
Cc1ccc(-n2c(=O)c3cc4c(=O)n(-c5ccc(C)c(C)c5)c(=O)c4c(C(=O)c4ccc(C(=O)O)cc4)c3c2=O)cc1C	0	-0.5%	18%	-11%	?	1%	0%	-4%	i
COc1ccc(CNC(=O)C(OC(=O)c2ccco2)c2ccc(F)cc2)cc1 (stereo unspecified)	2	0.3%	-22%	-1%	-5%	0%	4%	2%	i
